Source: PubChem
INS-1E GSIS act: primary screen for activators of insulin secretion dependent on glucose, INS-1E cells, GLuc reporter luminescence | actives 0.61% (n = 370,000) | INS-1E GLuc reporter insulin secretion, 2-3 h | activation, % at 16.6 µM;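 active = lowest replicate activation of at least 40%, so every replicate reaches that level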;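 note: 0% = median of neutral control wells and 100% = median of IBMX positive control wells; some compounds called inactive have numbers as strong as hits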
PAX8 inh HTS: inhibitors of PAX8 transcriptional activity in RMG-I cells | RMG-I TPO-luciferase reporter, SteadyGlo, 24 h | inhibition, % at 12.6 µM | actives 1.2% (n = 360,000);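 active = mean replicate inhibition at least 60% with every replicate also reaching 60%; inconclusive = only one of the two criteria is met; inactive = mean below 60% and not all replicates reaching 60%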;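 note: luciferase light reporting Pax8 driven TPO promoter activity; plate controls were median of neutral control wells for no effect and mitoxantrone controls for full effect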
Statin myotox sup: suppressors of simvastatin-induced myotoxicity in C2C12 myotubes; rescue of ATP level, % at 7.49 µM; ATP luminescence, 48 h; scaled: DMSO 0, geranylgeraniol control 100; actives 0.78% (n = 330,000); AID 602340;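 active = mean ATP rescue above about 67%, or every replicate alone reaching that limit, limit read from the data, passing the limit was not always enough; inconclusive = no clear call, values can overlap the other calls; inactive = mean under the limit and some replicate under it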;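 note: myotubes were challenged with 10 µM simvastatin during compound exposure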
PGC1a acetyl inh: lowers PGC1a acetylation signal in U2OS cells. AID 651687. inhibition, % at 15.6 µM. AlphaScreen anti-acetyl-lysine; with virally co-expressed GCN5 acetyltransferase. actives 0.17% (n = 350,000);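 active = every replicate shows inhibition of at least 40%; inconclusive = mean inhibition at least 40% but some replicate below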;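 note: 0% = neutral control wells and 100% = positive control wells; some results beyond the cut were filed as inactive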
ARNT-TACC3 inh: disrupts binding between human ARNT and TACC3. Q9Y6A5. AlphaScreen His-ARNT PAS-B/GST-TACC3 binding, luminescence; TACC3 fragment carries E629A point mutation. inhibition, % at 9.99 µM. actives 0.66% (n = 390,000). AID 623870;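 active = mean inhibition of replicates at least 50% and at least half of replicates each reaching 50%; inconclusive = half or more replicates reach 50% but mean below 50%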;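 note: 0% = complete ARNT plus TACC3 wells and 100% = ARNT alone without TACC3; many hits fall short of the cut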
Cneo AK release: causes C. neoformans cell lysis; lysis activity, % at 15 µM; AID 651654; actives 0.2% (n = 360,000); adenylate kinase release luminescence, 4 h; normalised: neutral wells 0, clomiphene wells 100;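 active = mean lysis activity across replicates of at least 80%, whatever share of replicates individually reach that level; inactive = mean lysis activity below 80%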
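Schedule: static 4 h at 37 °C with compound, 1 h detection; system: C. neoformans cells; benchmarks: Clomiphene as positive control; buffer or medium: fresh YPD medium; measure: luminescence rise reflecting yeast cell lysis; measured by: luminescent adenylate kinase detection reagent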
LGR2 antag: blocks bursicon-induced cAMP signaling via Drosophila LGR2 | actives 0.35% (n = 380,000) | HEK293 LGR2, CRE-luciferase, bursicon-stimulated, 4 h | inhibition, % at 9.99 µM;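 active = drop in luminescence signal, shown as inhibition above about 50% in the replicate tests, limit read from the data, passing the limit was not always enough; inconclusive = probably only some replicates passing the limit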;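 note: agonist challenge used bursicon conditioned medium at about half maximal strength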
PglD inh: blocks C. jejuni PglD acetyltransferase activity. purified PglD enzyme, DTNB colorimetric CoA detection. actives 0.098% (n = 360,000). inhibition, % at 12.5 µM; in the data active = inhibition above about 16%, passing the limit was not always enough; inconclusive = no clear call, values can overlap the other calls; note: strong numbers were not always called active
Starred values were filed as active, the others as inactive; ? = inconclusive; . = not tested or not shown. Rows were taken by chance (roughly 2.9% active in at least one column).

canonical_smiles	PGC1a acetyl inh	INS-1E GSIS act	PAX8 inh HTS	PglD inh	Cneo AK release	LGR2 antag	ARNT-TACC3 inh	Statin myotox sup
O=C(Nc1ccc(F)cc1)N1CC(=O)N2[C@@H](CO)[C@H](c3ccc(-c4ccccc4)cc3)[C@@H]2C1	21.8	-12.6	6.0	.	.	-1.3	.	.
COc1ccc(CCNC(=O)CCCOc2ccc(Cl)cc2)cc1OC	7.7	-14.8	8.9	-3.2	-2.0	6.1	-3.2	10.3
CNC(=S)N1N=C(c2ccc(C)cc2)CC1c1ccc(Cl)cc1 (stereo unspecified)	-19.7	.	.	4.1	0.4	.	7.0	1.3
Cc1ccc(-c2nn(-c3ccccc3)cc2C2SCC(=O)N2Cc2ccccc2)o1 (stereo unspecified)	-3.0	8.6	-13.7	5.2	0.7	26.3	2.1	24.5
N#C/C(=C/c1ccc(O)c(O)c1)c1nc2ccccc2[nH]1	.	-3.9	-49.1	-3.1	0.9	-4.7	18.8	-7.8
COc1ccccc1-c1nnc2sc(-c3cc4ccccc4o3)nn12	.	4.0	42.2	-2.1	8.0	.	-3.2	.
COc1cc(C2C(C#N)=C(N)Oc3n[nH]c(-c4ccncc4)c32)cc(OC)c1OC (stereo unspecified)	3.2	.	.	-6.6	-0.1	.	.	-18.8
COc1ccc(S(=O)(=O)Nc2ccc(S(=O)(=O)N(C)C)cc2)cc1[N+](=O)[O-]	.	53.0	4.3	.	.	-1.4	24.4	.
CCCCc1nc(SCC(=O)N2CCOCC2)c2c(=O)n(C)c(=O)n(C)c2n1	-0.6	-4.8	10.0	-1.8	-1.7	1.0	-1.1	-17.0
CC(C)c1ccc(NC(=O)Nc2nc(C(N)c3ccccc3Cl)cs2)cc1 (stereo unspecified)	-7.2	-0.2	17.8	-1.2	-1.0	0.1	.	-4.1
Cc1ccc(/C=C/C(=O)OCC(=O)NC(=O)NCc2ccco2)cc1	.	-6.0	-0.7	-0.1	-2.9	-14.5	.	-0.6
COCc1cc(C)c(C#N)c(=S)[nH]1	5.6	.	.	0.6	-3.1	.	-3.3	.
COC(OC)C1Nc2ccccc2C(=O)N1c1ccc(F)cc1 (stereo unspecified)	.	14.2	-0.8	1.4	-1.0	-3.7	-1.3	-6.2
CC(C(=O)OCC(=O)N1CCN(c2ccccc2)CC1)N1C(=O)c2ccccc2C1=O (stereo unspecified)	-0.3	-2.3	-2.3	-10.6	-1.7	-6.6	-9.7	-8.3
O=C1NC(=S)N/C1=C/c1cc([N+](=O)[O-])ccc1O	11.7	.	-5.4	5.2	3.5	.	10.1	.
C[C@@H]1CN([C@H](C)CO)C(=O)c2cccc(N(C)C)c2O[C@H]1CN(C)Cc1ccc(Cl)c(Cl)c1	-24.5	-11.0	6.4	6.2	3.2	7.2	31.1	16.4
OC[C@@H]1CN(Cc2ccc(Cl)cc2)C[C@H](n2cnc3c(NCc4ccco4)ncnc32)O1	8.6	7.2	9.8	-9.0	1.1	1.5	.	-0.5
O=C(c1ccc(Cl)nc1)N1CCN(C/C=C/c2ccccc2)CC1	.	3.1	-7.6	.	.	1.9	-0.6	.
COc1cc(/C=N/NC(=O)c2sc(N)c(C#N)c2C)ccc1O	-0.3	-11.7	.	.	.	-10.2	25.5	.
O=S(=O)(N[C@H]1CC[C@H](CCn2cc(-c3ccc(F)cc3)nn2)O[C@H]1CO)c1ccccc1F	-11.0	-20.0	17.1	1.1	8.8	-6.7	11.8	9.4
C[N+](C)(C)CC(O)CC(=O)O (stereo unspecified)	2.2	.	-4.5	0.4	0.8	.	-2.3	21.4
CCCN(CCC)CC(=O)N1CC(=O)Nc2ccccc21	6.4	15.7	-2.8	-7.7	-2.6	-8.3	-10.5	1.5
Oc1c(N=NC(=S)Nc2ccccc2F)c2ccccc2n1Cc1ccc(Cl)cc1	8.5	-3.6	30.2	.	.	15.9	-2.3	.
O=C(CSC1=NCCS1)Nc1nc2c(s1)CCCC2	-1.3	.	.	-3.3	0.2	.	1.5	-14.1
CCOc1ccc(N(CC(=O)NCCCOC)S(C)(=O)=O)cc1	-0.5	.	.	2.2	-0.6	.	-1.4	.

Further records.
canonical_smiles	PGC1a acetyl inh	INS-1E GSIS act	PAX8 inh HTS	PglD inh	Cneo AK release	LGR2 antag	ARNT-TACC3 inh	Statin myotox sup
CCOC(=O)N1CCC(NC(=O)c2cccnc2SC)CC1	11.1	.	.	-4.2	4.7	.	-7.9	-7.0
CC(=O)NC(c1ccc(F)c(F)c1)c1nc(-c2ccc(C)c(C)c2)cs1 (stereo unspecified)	-0.1	.	-5.8	-1.0	-5.4	6.0	.	13.5
CC(Sc1ccccc1)C(=O)N1CCN(S(=O)(=O)c2ccccc2F)CC1 (stereo unspecified)	.	-5.2	8.8	-0.9	0.0	-4.4	-9.1	7.5
O=C1C2C3C=CC(C3)C2C(=O)N1c1n[nH]c(-c2cccnc2)n1 (stereo unspecified)	7.3	10.2	.	.	.	2.7	2.0	.
Cc1ccc(-n2nc3c(N4CCC(C(=O)NCCc5ccco5)CC4)nnc(C)c3c2C)cc1	.	-38.1	?	0.3	-0.4	3.5	1.5	6.3
CCC1CCCCN1CCCNC(=O)CN1C(=O)CSc2ccc(S(=O)(=O)N3CCC(C)CC3)cc21 (stereo unspecified)	.	-5.9	-8.2	-3.0	2.4	-5.5	3.2	-11.9
O=C(NC1CC1)C1CCC(=O)N1C1CCCC1 (stereo unspecified)	2.9	.	.	-0.8	6.4	.	-5.0	11.3
O=C(NC1CCCCC1)N1CC(=O)N2[C@H](C1)[C@@H](c1ccc(-c3cccc(F)c3)cc1)[C@@H]2CO	11.7	-24.4	2.3	.	.	-7.7	.	.
CCCN1C(=O)c2ccccc2NC1c1ccc(O)c(OCC)c1 (stereo unspecified)	.	4.0	-23.2	.	.	-2.1	-12.8	6.0
CN(CCc1ccccc1)C(=O)c1ccc(NC(=O)Cc2ccc(NC(=O)C3CCN(C(=O)C4CCC4)CC3)cc2)cc1	2.5	1.5	11.9	2.3	-1.4	-7.1	-4.7	10.3
CSc1ccccc1OCc1cc(C(=O)N2CCc3sccc3C2)no1	.	6.4	-12.0	1.6	-1.3	7.4	-2.7	-5.2
C[C@H](CO)N1C[C@H](C)[C@@H](CN(C)Cc2ccc(C(=O)O)cc2)Oc2ccc(NC(=O)CCN3CCOCC3)cc2C1=O	6.7	17.6	.	12.0	0.0	.	-8.3	10.8
CN(C(=O)COC(=O)c1ccc(CN2CCCC2=O)cc1)c1ccccc1	-4.6	14.6	-5.5	-3.7	1.9	5.4	.	0.7
CC(=O)N1CCN(c2ccc(NC(=O)c3cccc(C)c3)cc2)CC1	-2.6	5.1	-34.3	-4.4	-0.2	-18.9	.	-1.1
Cc1cc(C)nc(N2C(=O)CC(Cc3ccccc3)C2=O)n1 (stereo unspecified)	.	.	15.3	1.6	3.7	.	-0.8	.
CCc1nnc(-n2nc(C)cc2-c2ccccc2)n1N	6.1	.	.	1.7	0.4	.	12.4	11.9
O=C(c1ccc(F)cc1)N1CC(=O)N2[C@H](CO)[C@H](c3ccc(C#CCC4CCCC4)cc3)[C@H]2C1	-11.2	-6.9	4.8	.	.	-5.2	.	.
CO[C@H]1CN(C)C(=O)c2cc(NC(=O)c3ccccc3)ccc2OC[C@@H](C)N(CC2CC2)C[C@@H]1C	-8.4	-10.3	-6.7	2.0	-1.9	17.8	-9.7	5.0
CC(=O)Nc1ccc(NC(=O)CN(c2cccc(C(C)=O)c2)S(C)(=O)=O)cc1	6.6	-3.1	-6.1	.	.	-50.0	-1.6	11.3
OC(c1ccc(F)c(F)c1)c1nc(-c2cccs2)cs1 (stereo unspecified)	-2.3	-6.5	-5.2	2.3	1.2	-11.0	.	4.8
C=C(C)CN=CC1(C)CCC(C)=CO1 (stereo unspecified)	-2.2	.	-2.4	0.7	9.2	-0.7	-1.9	-11.4
CC1(C)CC(=O)C(C(C2=C(O)CC(C)(C)CC2=O)c2cccs2)C(=O)C1 (stereo unspecified)	-6.9	.	.	-0.5	-1.0	.	1.5	.
COc1ccccc1C(=O)Nc1ccc2c(c1)OC[C@H](C)N(CC1CC1)C[C@H](C)[C@H](OC)CN(C)C2=O	-3.7	3.4	.	.	.	12.6	.	-27.1
CSCCC(NC(=O)c1cccc([N+](=O)[O-])c1)C(=O)OCC(=O)N1CCCC1=O (stereo unspecified)	-17.0	19.5	-8.7	2.3	-0.5	2.0	-2.5	2.9
COc1cc(NC(=S)NC2CC(C)(C)NC(C)(C)C2)c(OC)cc1Cl	3.5	-5.1	6.6	.	.	6.1	1.2	.

Next compounds
canonical_smiles	PGC1a acetyl inh	INS-1E GSIS act	PAX8 inh HTS	PglD inh	Cneo AK release	LGR2 antag	ARNT-TACC3 inh	Statin myotox sup
COc1ccc(NC(=O)Nc2cccc3c2O[C@H](CN(C)S(=O)(=O)c2ccc(OC)cc2)[C@@H](C)CN([C@@H](C)CO)C3=O)cc1	2.3	-0.9	-11.9	-0.5	-4.7	-6.1	-3.3	2.5
CCC(=O)N1[C@H](CO)[C@@H](c2ccccc2)C12CN(Cc1ccccc1F)C2	-5.9	-6.5	0.2	.	.	-1.2	.	.
O=C(COC(=O)/C=C/c1ccccc1Cl)NC1CCCCCC1	7.7	0.3	3.7	-12.2	0.2	.	3.9	-14.9
CSc1nccc(-c2c(-c3ccc(Cl)cc3)noc2C)n1	-8.8	10.4	13.1	-8.4	0.1	24.3	-5.8	-6.3
CC1(C(=O)NS(C)(=O)=O)CCN1C(=O)Cc1ccc(-c2ccccc2)cc1 (stereo unspecified)	1.6	13.0	5.7	5.0	-0.4	8.8	.	-3.3
CCOC(=O)N1CCN(c2ccccc2O)CC1	41.7	.	-12.2	-0.1	-0.8	.	23.3	124.4*
CNC(=O)C[C@H]1CC[C@H]2[C@H](COc3ccc(NC(=O)c4ccc(C(F)(F)F)cc4)cc3C(=O)N2C)O1	2.4	8.7	-8.3	-1.7	-1.5	-3.9	12.6	8.1
COC(=O)CC1NCCc2cc(OC)c(OC)cc21 (stereo unspecified)	2.0	-9.9	-1.5	.	.	.	-0.4	.
COc1ccccc1C(O)P(=O)(OC(C)C)c1ccc(N(C)C)cc1 (stereo unspecified)	.	.	.	-0.3	-3.3	.	0.3	0.5
COc1ccc(C2=COc3ccccc3C(=O)N2)cc1	4.9	8.3	-33.4	2.6	-0.2	-9.8	4.5	-5.3
COc1cccc(C(=O)N/N=c2\oc3c(OC)cccc3cc2C(=O)NCc2ccccc2)c1	.	0.1	40.7	.	.	-10.6	-2.0	.
COc1ccccc1N1CC(C(=O)Nc2nnc(SCc3cccnc3)s2)CC1=O (stereo unspecified)	3.6	5.1	.	-4.7	-4.7	3.1	-1.3	5.1
CO[C@@H]1CN(C)C(=O)c2cc(NC(=O)Nc3ccccc3F)ccc2OC[C@H](C)N(C(C)=O)C[C@H]1C	11.0	12.8	-10.0	-3.0	-7.3	4.2	-3.2	-6.5

Just PAX8 inh HTS, PglD inh and Cneo AK release, for 2 of the compounds above:
structure,PAX8 inh HTS,PglD inh,Cneo AK release
COc1ccc(NC(=O)Nc2cccc3c2O[C@H](CN(C)S(=O)(=O)c2ccc(OC)cc2)[C@@H](C)CN([C@@H](C)CO)C3=O)cc1,-11.9,-0.5,-4.7
CCC(=O)N1[C@H](CO)[C@@H](c2ccccc2)C12CN(Cc1ccccc1F)C2,0.2,.,.
